Screening results: PubChem BioAssay, National Center for Advancing Translational Sciences (NCATS)
PTAP-TSG101 blk: blocks PTAP binding to human TSG101, validation | Q99816 | Fluorescence polarization, FITC-PTAP peptide/Tsg101, 20 min | Potency, µM (series often up to 115 µM), for inactives: top-dose activity change, negative = inhibition, most hits filed as inhibitors | 44,000 tested, under 10 active; also: potency is read from the fitted curve at half-maximal effect; 0% is about no effect
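Fluorescence polarization binding of Tsg101 binding domain (10 uM final) to FITC-labeled PTAP-motif peptide (50 nM final) in HEPES pH 7.5/NaCl/Tween 20/EDTA/TCEP buffer; 20 min at r.t. Actives by curve class, <25 µM, efficacy <60% inhibition.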
GALK inh: GALK (human) enzyme inhibition; 44,000 tested, under 10 active; Potency, µM (series often up to 57.5 µM), inactives show top-dose activity, negative = inhibition, most hits filed as inhibitors; recombinant GALK, Kinase-Glo ATP luminescence, 1 h; P51570;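 also: plate controls were full GALK reaction for no effect and reaction lacking GALK for full effect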
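Luminescent ATP-depletion readout (Kinase-Glo Plus, 10 min) after 1 h RT reaction of 5 nM GALK, 35 uM ATP, 100 uM galactose, pH 8.0 HEPES buffer. Decreased kinase activity scored as inhibition.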
p53null 32C tox: p53 null cell cytotoxicity, permissive temperature; H1299-neo p53 null cells, ATP luminescence, 24 h, 32C; Potency, µM (series often up to 46.1 µM), for inactives: top-dose activity change, negative = cytotoxicity, hits mostly cytotoxic; 55,000 compounds, 0.62% hits; AID 903;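 also: potency is read from the fitted curve at half-maximal effect; 0% = DMSO only and -100% = full killing by 100 µM tamoxifen; nearly all actives have a fitted effect of over 55% in size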
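ATP-content luminescence in p53-null H1299-neo cells after 24 h compound exposure (up to 46 uM) at 32C permissive temperature; 0% and 100% killing set by DMSO and 100 uM tamoxifen; Hill-equation AC50.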
FH mod: Identification of activators of human fumarate hydratase by quantitative high-throughput screening. 54,000 compounds, 0.22% hits. Fumarate hydratase, mitochondrial (Homo sapiens), P07954. AID 1347055, 2019. FH coupled MDH/diaphorase resazurin fluorescence, 15 min. Potency, µM (titrated, usually from 79.9 µM), for the others: at the top dose activity change, negative = inhibition, usual class: inhibitors; also: potency is read from the fitted curve at half-maximal effect; % is scaled to controls: 0 for no effect and ±100 for the full control effect; the screen sought activators but most active calls are inhibition curves; nearly all actives have a fitted effect of over 45% in size
Target sequence (P07954 whole entry, looked up): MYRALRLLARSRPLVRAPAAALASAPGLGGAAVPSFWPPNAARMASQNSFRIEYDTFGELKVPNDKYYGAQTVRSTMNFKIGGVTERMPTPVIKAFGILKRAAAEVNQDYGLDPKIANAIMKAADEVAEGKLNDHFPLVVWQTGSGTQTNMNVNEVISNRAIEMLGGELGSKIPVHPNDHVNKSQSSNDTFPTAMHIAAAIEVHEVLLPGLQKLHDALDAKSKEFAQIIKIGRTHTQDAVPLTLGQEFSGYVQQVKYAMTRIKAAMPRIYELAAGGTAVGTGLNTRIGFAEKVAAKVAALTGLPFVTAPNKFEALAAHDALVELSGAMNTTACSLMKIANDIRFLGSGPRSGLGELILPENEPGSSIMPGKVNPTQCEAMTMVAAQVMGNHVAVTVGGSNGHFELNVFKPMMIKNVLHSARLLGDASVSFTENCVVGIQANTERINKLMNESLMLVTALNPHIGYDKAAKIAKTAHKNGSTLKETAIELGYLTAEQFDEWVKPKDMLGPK
p53null 39C kill: kills p53 null cells at the nonpermissive temperature; H1299 p53-null (neo) cells, 39C, ATPlite viability, 24 h; Potency, µM (titrated, usually from 46.1 µM), for inactives: top-dose activity, negative = cell killing, actives largely listed as cytotoxic; 55,000 compounds, 0.97% hits;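 also: potency is read from the fitted curve at half-maximal effect; 0% = DMSO only and -100% = full killing by 100 µM tamoxifen; nearly all actives have a fitted effect of over 50% in size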
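Luminescent ATP signal reported cell survival after H1299 lines (neo, p53 null; or p53 A138V) received up to 46 uM compound and 24 hr incubation at 39C.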
NTMT1 inhibitor: blocks human N-terminal methyltransferase 1 activity. Q9BV86. NTMT1 MTase-Glo SAH luminescence, purified enzyme. Potency, µM (top dose mostly 114 µM), for inactives: top-dose activity change, negative = inhibition, hits mostly inhibitors. 59,000 compounds, 2.5% hits. AID 1645870;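 also: potency is read from the fitted curve at half-maximal effect; plate controls were DMSO vehicle for no effect and no enzyme for full effect; nearly all actives have a fitted effect of over 65% in size; many of its hits are not listed in these tables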
B2AR arrestin ag: beta-arrestin recruitment by human beta2-adrenergic receptor ligands; 44,000 tested, under 10 active; Potency, µM (series often up to 46.1 µM), for the others: top-dose activation, most hits filed as activators; HTLA Tango cells, beta-arrestin recruitment, luciferase luminescence, 18 h;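 also: potency is read from the fitted curve at half-maximal effect; 0% = DMSO and full agonism = EC100 isoproterenol or metaproterenol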
Target sequence (P07550 whole entry, looked up): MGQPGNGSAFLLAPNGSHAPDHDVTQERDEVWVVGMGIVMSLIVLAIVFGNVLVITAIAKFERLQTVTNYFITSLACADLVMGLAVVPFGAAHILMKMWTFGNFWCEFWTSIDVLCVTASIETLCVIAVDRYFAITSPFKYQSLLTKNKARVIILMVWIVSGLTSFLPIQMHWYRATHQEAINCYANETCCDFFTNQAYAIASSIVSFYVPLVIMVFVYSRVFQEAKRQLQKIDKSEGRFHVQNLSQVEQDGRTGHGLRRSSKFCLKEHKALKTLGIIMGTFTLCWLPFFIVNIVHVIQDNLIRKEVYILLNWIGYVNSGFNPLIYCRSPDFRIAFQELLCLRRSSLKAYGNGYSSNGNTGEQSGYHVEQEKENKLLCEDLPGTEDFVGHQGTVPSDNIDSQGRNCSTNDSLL
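Luminescence read-out: arrestin recruitment to recombinant beta2-AR releases tTA, inducing luciferase. Cells exposed 18 hr at 37 degrees C to up to 46 microM compound; %Activity from corrected signal, concentration-response curves classified by r2, magnitude and efficacy.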
Starred values were filed as active, the others as inactive; ? = inconclusive; / = no result given. Calls follow the shape of the dose curve; as a rule, active = well fitted curve in the direction sought with a large enough effect; inconclusive = small, poorly fitted or top-dose-only effect, or another doubt; inactive = no such curve, though single readings can be large; an effect the other way counts as inactive or inconclusive. The list is partial; count on the stated rates, not on these rows.

cpd | SMILES | B2AR arrestin ag | GALK inh | FH mod | p53null 39C kill
1 | Clc1ccc(-c2nc3ncccn3c2Nc2ccc3c(c2)OCCO3)cc1 | 0% | 2% | -1% | -7%
2 | O=C(Nc1cccc(C(=O)OCc2cc(=O)n3c4c(sc3n2)CCCC4)c1)c1cccc(Cl)c1 | 1% | 3% | -5% | -12%
3 | CCc1ccc(C2c3c(-c4cc(C)ccc4O)n[nH]c3C(=O)N2Cc2cccnc2)cc1 (centres undefined) | 8% | 9% | ? | 10%
4 | Cc1ccc(-n2nnc3c(sc4nc(C)c(C)cc43)c2=O)cc1Cl | -2% | 3% | 0% | -5%
5 | CCOC(=O)C1CCCN(C(=O)c2cccc(NC(=O)c3nsc4ccccc34)c2)C1 (centres undefined) | 0% | -3% | -33% | ?
6 | COc1ccc(-c2nc3sc(CCNS(=O)(=O)c4ccccc4)c(C)n3n2)cc1 | -3% | -1% | -5% | 22%
7 | O=c1c(=O)n(-c2cccc(Cl)c2)ccn1Cc1cccc(F)c1 | 0% | -1% | 3% | -11%
8 | O=C(NCCSCc1ccccc1)C1CCN(S(=O)(=O)Cc2ccccc2)CC1 | -1% | 3% | / | -29%
9 | COc1cccc(-c2cn3ncsc3n2)c1 | -1% | 0% | -13% | ?
10 | COC(=O)CSc1nnc2n(-c3ccccc3)c(=O)c3c4c(sc3n12)COC(C(C)C)C4 (centres undefined) | 0% | 0% | -14% | 6%
11 | O=C(NCc1cccnc1)C(=O)NCC(c1cccnc1)N1CCN(c2ccccc2F)CC1 (centres undefined) | 3% | 1% | 2% | 17%
12 | O=C(Nc1ccc(-c2nc3cc(Cl)ccc3o2)cc1)c1cc2ccccc2o1 | 0% | -22% | -1% | -25%

cpd | PTAP-TSG101 blk | NTMT1 inhibitor | p53null 32C tox
1 | 1% | 3% | -2%
2 | -2% | -5% | 0%
3 | -11% | 3% | 7%
4 | 2% | 13% | -7%
5 | -2% | 0% | ?
6 | -3% | 0% | 6%
7 | -4% | 1% | 0%
8 | -7% | / | 5%
9 | -2% | ? | ?
10 | -8% | 0% | 1%
11 | -6% | 10% | -2%
12 | 0% | -4% | -7%

New compounds follow:
cpd | SMILES | B2AR arrestin ag | GALK inh | FH mod | p53null 39C kill
13 | CCc1ccc2oc(C(=O)N(Cc3cccc(Cl)c3)Cc3ccco3)c(C)c2c1 | 0% | 3% | -15% | 11%
14 | COc1cccc(CNC(=O)c2cc3ccc4cccnc4c3[nH]2)c1 | 1% | 0% | -2% | -6%
15 | Cc1ccc(NC(=O)CSc2nc3nccnc3c(=O)n2CCc2c[nH]c3ccccc23)cc1 | 3% | -1% | 2% | 5%
16 | O=C1CC(c2nnc(Cc3cccc(Cl)c3)o2)CN1c1ccccc1 (centres undefined) | 1% | -7% | 5% | -11%
17 | COc1cccc(C2C(C(=O)Nc3ccc(Cl)cc3)=C(C)Nc3nc4ccccc4n32)c1 (centres undefined) | -2% | 0% | 0% | 18%
18 | CCN(CC)c1ccc(NC(=O)CSc2nc(-c3cccs3)cc(C(F)(F)F)n2)cc1 | 0% | 1% | -19% | -23%
19 | CCc1cc(C(=O)NC(C)c2ccccc2)no1 (centres undefined) | 1% | 1% | 7% | 14%
20 | Cc1cc2nc(-c3cccc(NC(=O)COc4ccc(C(C)C)cc4)c3)oc2cc1C | 0% | 8% | -17% | ?
21 | CCOc1ccccc1CNC(=O)C(CC)n1nc(C)c2c(C)n(-c3ccccc3)nc2c1=O (centres undefined) | 0% | 0% | -2% | 4%
22 | COc1ccc(Nc2cc(C(=O)NCCCN(C)Cc3ccccc3)c3ccccc3n2)cc1 | -1% | 0% | -20% | ?
23 | COc1cc(C2c3c(oc4ccccc4c3=O)C(=O)N2c2nncs2)cc(OC)c1OC (centres undefined) | 0% | 3% | 5% | -5%
24 | CCN1CCN(C(=O)c2ccc3c(c2)N(Cc2ccc(Cl)cc2)C(=O)c2ccccc2S3(=O)=O)CC1 | -1% | -3% | -15% | ?

cpd | PTAP-TSG101 blk | NTMT1 inhibitor | p53null 32C tox
13 | -3% | 1% | -11%
14 | -10% | -3% | 26%
15 | -8% | ? | 5%
16 | -3% | -27% | 4%
17 | -4% | 11% | 3%
18 | 2% | -8% | 10%
19 | -7% | -17% | 8%
20 | 0% | -1% | -29%
21 | 3% | 3% | -11%
22 | -4% | -6% | 7%
23 | -1% | -1% | -4%
24 | -4% | 8% | -13%

Another view of part of the listing above.
entry	smiles	B2AR arrestin ag	GALK inh	FH mod	p53null 39C kill	PTAP-TSG101 blk	NTMT1 inhibitor	p53null 32C tox
19	CCc1cc(C(=O)NC(C)c2ccccc2)no1 (centres undefined)	1%	1%	7%	14%	-7%	-17%	8%
20	Cc1cc2nc(-c3cccc(NC(=O)COc4ccc(C(C)C)cc4)c3)oc2cc1C	0%	8%	-17%	?	0%	-1%	-29%
21	CCOc1ccccc1CNC(=O)C(CC)n1nc(C)c2c(C)n(-c3ccccc3)nc2c1=O (centres undefined)	0%	0%	-2%	4%	3%	3%	-11%
22	COc1ccc(Nc2cc(C(=O)NCCCN(C)Cc3ccccc3)c3ccccc3n2)cc1	-1%	0%	-20%	?	-4%	-6%	7%

Complete entries, looked up by structure. Values in the order: B2AR arrestin ag, GALK inh, FH mod, p53null 39C kill, PTAP-TSG101 blk, NTMT1 inhibitor, p53null 32C tox
Profile of O=C1CC(c2nnc(Cc3cccc(Cl)c3)o2)CN1c1ccccc1 (centres undefined) : 1%, -7%, 5%, -11%, -3%, -27%, 4%
Profile of Clc1ccc(-c2nc3ncccn3c2Nc2ccc3c(c2)OCCO3)cc1 : 0%, 2%, -1%, -7%, 1%, 3%, -2%
Profile of Cc1ccc(NC(=O)CSc2nc3nccnc3c(=O)n2CCc2c[nH]c3ccccc23)cc1 : 3%, -1%, 2%, 5%, -8%, ?, 5%
Profile of COc1cccc(CNC(=O)c2cc3ccc4cccnc4c3[nH]2)c1 : 1%, 0%, -2%, -6%, -10%, -3%, 26%

Later entries
cpd | SMILES | B2AR arrestin ag | GALK inh | FH mod | p53null 39C kill
25 | COc1ccccc1NC(=O)CC1Sc2ccc(C(F)(F)F)cc2NC1=O (centres undefined) | 0% | 2% | -1% | 13%
26 | Cc1cccc(Cn2cc3c(=O)n(CC(=O)Nc4cccc(C)c4C)nc-3c3cc(F)ccc32)c1 | 0% | 3% | 7% | 17%
27 | Cc1ccccc1NC(=O)c1c(NC(=O)C(F)(F)F)sc2c1CCCCC2 | 0% | -1% | ? | ?
28 | COc1ccccc1NC(=O)CN1CCN(CC(=O)Nc2ccc(F)c(F)c2)CC1 | -1% | 0% | 1% | 7%
29 | CCOc1ccc(NC(=O)c2oc3ccccc3c2NC(=O)Cc2ccc(OC)c(OC)c2)cc1 | 0% | -1% | -4% | -14%
30 | CCc1cccc(NC(=O)CN2Cc3ccccc3C2=O)c1 | -1% | 0% | -7% | -3%
31 | COc1ccc(NC(=O)Cn2cc(S(=O)(=O)c3ccccc3)c(=O)c3cc(C)ccc32)cc1Cl | 1% | -3% | -12% | 4%
32 | CC(=O)CSc1nnc2cc(C)c3cc(C)cc(C)c3n12 | -3% | -5% | -9% | 0%
33 | CC(=O)c1ccc(S(=O)(=O)Nc2cccc(-c3ccc(N4CCCCC4)nn3)c2)cc1 | 1% | -3% | / | 7.9µM*
34 | COc1ccc(N2CCN(C(=O)c3cc4cc5ccc(Cl)cc5nc4o3)CC2)cc1 | 1% | 6% | -6% | -2%
35 | Cc1cc(S(=O)(=O)Nc2ccc(-c3ccc(N4CCCCC4)nn3)cc2)c(C)cc1Cl | 2% | -1% | / | -15%
36 | Cc1nc2ccc(S(=O)(=O)N(CC(=O)Nc3ccc(F)cc3)Cc3ccccc3)cc2s1 | -1% | 0% | -15% | 0%

cpd | PTAP-TSG101 blk | NTMT1 inhibitor | p53null 32C tox
25 | 6% | 2% | 8%
26 | 0% | 19% | -3%
27 | 2% | -6% | ?
28 | -5% | 1% | -5%
29 | -2% | 15% | -19%
30 | 1% | 1% | -6%
31 | -2% | 17% | -2%
32 | -1% | ? | -4%
33 | -1% | / | 10µM*
34 | 0% | -8% | 3%
35 | -4% | / | 5%
36 | 1% | -15% | -15%

Continuation.
cpd | SMILES | B2AR arrestin ag | GALK inh | FH mod | p53null 39C kill
37 | Cc1oc2ncn(CC(C)C)c(=O)c2c1C(=O)NCCCN(C)Cc1ccccc1 | -1% | 2% | -19% | 22%
38 | O=c1cc(-c2ccccc2)n2c(SCc3ccc(Cl)cc3)nnc2[nH]1 | 0% | -2% | 5% | 10%
39 | CN1C(=O)C2(c3ccccc31)N(c1ccccc1)C(=O)CS2(=O)=O (centres undefined) | 0% | 1% | -1% | -19%
40 | CCN(CC)c1nc2ccccc2nc1C(=O)Nc1ccc(C(C)=O)cc1 | -2% | -2% | -22% | -1%
41 | O=C(Nc1ccccc1Br)C(Cc1ccccc1)NS(=O)(=O)c1cccc2nsnc12 (centres undefined) | 0% | 8% | -27% | 9%
42 | COC(=O)c1ccccc1NC(=O)N(Cc1ccc(C)cc1)Cc1cccn1-c1nnc(N2CCCC2=O)s1 | 0% | 7% | 7% | -25%
43 | COc1ccccc1NC(=O)C1=C(C)Nc2nc(SCc3ccccc3Cl)nn2C1c1ccccn1 (centres undefined) | -1% | 5% | -3% | -24%
44 | CSc1ccc(CCNC(=O)Cn2c(C)c3cnn(-c4ccccc4)c(=O)c3c2C)cc1 | -2% | 8% | -5% | 2%
45 | O=C(NCc1ccc(F)cc1)C1CCN(C(=O)c2ccc(-n3ccc4ccccc43)s2)CC1 | -1% | 0% | ? | 14%
46 | Cc1ccc(C)c(N2CCN(C(c3ccccc3)c3nnc(-c4ccccc4F)o3)CC2)c1 (centres undefined) | 1% | -4% | ? | -10%
47 | Cc1cc(OCC(=O)NCC2(N(C)C)CCCCC2)cc(C)c1Cl | -5% | -6% | -9% | -11%

cpd | PTAP-TSG101 blk | NTMT1 inhibitor | p53null 32C tox
37 | 2% | -1% | 9%
38 | -3% | -2% | -8%
39 | -9% | 3% | 3%
40 | -4% | ? | 13%
41 | -3% | 6% | 12%
42 | 1% | 16% | -7%
43 | -2% | 3% | 1%
44 | 1% | 13% | -6%
45 | -2% | -5% | -2%
46 | 2% | -4% | 10%
47 | -3% | ? | -1%
